# Cav32 inh: human Cav3.2 channel inhibition, primary screen; O95180; Cav3.2-expressing cells, Fluo-4 calcium fluorescence FDSS; hits give low values; B-score at 10 µM; actives 4% (n = 100,000);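 active means single-dose well whose peak fluorescence ratio is a statistical outlier from its plate by either plate-standardised score or position-corrected B-score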
# Target sequence (O95180 whole entry, looked up): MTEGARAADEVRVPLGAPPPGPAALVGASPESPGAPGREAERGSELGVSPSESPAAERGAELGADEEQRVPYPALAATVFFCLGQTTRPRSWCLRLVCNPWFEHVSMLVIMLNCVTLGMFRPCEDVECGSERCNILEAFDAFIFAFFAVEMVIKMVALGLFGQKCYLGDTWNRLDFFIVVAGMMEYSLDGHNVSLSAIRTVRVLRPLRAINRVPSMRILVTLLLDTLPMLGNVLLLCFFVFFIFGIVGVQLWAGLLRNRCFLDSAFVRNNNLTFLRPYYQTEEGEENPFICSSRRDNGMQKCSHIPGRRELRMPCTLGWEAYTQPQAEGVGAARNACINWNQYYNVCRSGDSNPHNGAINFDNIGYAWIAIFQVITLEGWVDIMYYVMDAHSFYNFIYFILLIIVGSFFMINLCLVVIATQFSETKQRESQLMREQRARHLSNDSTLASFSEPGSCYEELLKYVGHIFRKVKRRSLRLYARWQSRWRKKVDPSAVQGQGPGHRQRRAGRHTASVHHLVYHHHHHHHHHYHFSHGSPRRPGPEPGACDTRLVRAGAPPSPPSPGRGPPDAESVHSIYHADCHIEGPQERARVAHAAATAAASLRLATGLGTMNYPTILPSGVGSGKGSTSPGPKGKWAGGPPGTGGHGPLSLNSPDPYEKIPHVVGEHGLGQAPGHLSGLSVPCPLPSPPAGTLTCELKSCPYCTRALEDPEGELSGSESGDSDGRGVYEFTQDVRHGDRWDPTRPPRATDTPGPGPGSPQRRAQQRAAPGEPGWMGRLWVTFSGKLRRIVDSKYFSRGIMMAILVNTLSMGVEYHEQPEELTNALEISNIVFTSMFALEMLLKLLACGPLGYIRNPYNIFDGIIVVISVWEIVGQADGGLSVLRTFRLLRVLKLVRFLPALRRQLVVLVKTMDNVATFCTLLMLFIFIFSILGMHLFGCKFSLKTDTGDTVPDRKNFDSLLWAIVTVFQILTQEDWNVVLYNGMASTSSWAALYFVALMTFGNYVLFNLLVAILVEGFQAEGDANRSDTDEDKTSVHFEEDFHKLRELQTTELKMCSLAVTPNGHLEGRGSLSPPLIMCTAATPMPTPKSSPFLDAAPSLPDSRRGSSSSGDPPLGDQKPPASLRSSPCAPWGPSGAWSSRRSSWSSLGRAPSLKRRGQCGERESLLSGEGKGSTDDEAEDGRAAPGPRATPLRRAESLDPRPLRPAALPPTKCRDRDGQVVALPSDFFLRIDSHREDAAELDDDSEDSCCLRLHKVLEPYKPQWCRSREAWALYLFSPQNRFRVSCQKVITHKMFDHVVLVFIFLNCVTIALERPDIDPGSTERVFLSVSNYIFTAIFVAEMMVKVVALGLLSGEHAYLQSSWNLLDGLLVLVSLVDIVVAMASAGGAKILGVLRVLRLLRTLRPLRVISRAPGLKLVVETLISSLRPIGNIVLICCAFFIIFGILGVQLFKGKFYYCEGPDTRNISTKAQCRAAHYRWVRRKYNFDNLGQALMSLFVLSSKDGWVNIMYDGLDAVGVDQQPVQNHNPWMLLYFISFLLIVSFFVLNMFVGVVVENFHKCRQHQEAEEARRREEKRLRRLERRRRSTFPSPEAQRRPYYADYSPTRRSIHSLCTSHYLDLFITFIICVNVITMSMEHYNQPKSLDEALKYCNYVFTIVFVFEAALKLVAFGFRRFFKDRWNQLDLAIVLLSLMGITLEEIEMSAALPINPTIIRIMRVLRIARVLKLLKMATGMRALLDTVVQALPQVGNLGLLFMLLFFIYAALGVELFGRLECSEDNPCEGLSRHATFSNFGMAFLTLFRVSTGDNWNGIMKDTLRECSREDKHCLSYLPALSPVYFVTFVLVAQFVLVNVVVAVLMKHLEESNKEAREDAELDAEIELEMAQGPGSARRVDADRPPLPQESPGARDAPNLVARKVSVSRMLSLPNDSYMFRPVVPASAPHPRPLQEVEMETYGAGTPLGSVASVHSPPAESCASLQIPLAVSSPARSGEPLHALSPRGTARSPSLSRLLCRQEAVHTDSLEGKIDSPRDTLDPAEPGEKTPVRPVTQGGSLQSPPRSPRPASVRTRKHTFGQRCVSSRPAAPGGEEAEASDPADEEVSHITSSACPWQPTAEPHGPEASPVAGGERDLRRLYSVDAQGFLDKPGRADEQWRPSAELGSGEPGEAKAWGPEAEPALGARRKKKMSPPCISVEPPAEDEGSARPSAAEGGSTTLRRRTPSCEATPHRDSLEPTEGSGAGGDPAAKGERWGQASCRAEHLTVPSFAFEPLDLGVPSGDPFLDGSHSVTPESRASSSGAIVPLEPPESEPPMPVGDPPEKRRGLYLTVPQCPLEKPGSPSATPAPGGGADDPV
# Active calls of the source: *. A portion of the library; the hit share may differ from the screen's.
molecule	Cav32 inh
CCSc1nc(O)c(Cc2ccccc2)c(=O)[nH]1	0.35
Cc1ccc(S(=O)(=O)N/N=C\c2cccnc2)cc1	0.63
COc1ccc(S(=O)(=O)Nc2c(C(=O)O)[nH]c3ccccc23)c(OC)c1	-0.0082
COCCCNC(=O)c1c(-c2ccccc2)noc1C	-0.14
COc1cccc(C(=O)CN(C(=O)c2ccc(Cl)c(Cl)c2)N2C(=O)C3CCCCC3C2=O)c1 (stereo unspecified)	-0.75
O=C(C1CCN(S(=O)(=O)c2ccc(F)cc2)CC1)N1CC=C(c2ccccc2)CC1	-0.26
COc1ccc(CC(=O)Nc2sc(Cc3ccccc3)c(C)c2C(N)=O)cc1	-0.49
CCCSc1nnc2nc(C)cc(C)n12	1.4
CN(C)C=C1C(=O)c2ccccc2C1=O	0.036
O=C(O)c1ccc2c(c1)N(Cc1ccccc1F)C(=O)c1ccccc1S2=O (stereo unspecified)	-0.69
O=C(CCN1CCCCCC1)Nc1cccc(F)c1	0.11
COc1ccccc1CNC(=O)C(C)NS(=O)(=O)c1ccccc1 (stereo unspecified)	3.3
CCN(CC)C(=O)N1CCc2ccccc2C1CN1C(=O)c2ccccc2C1=O (stereo unspecified)	-4.2*
C/C(N)=C(/C#N)C(=O)CSc1nc2ccc(C)cc2[nH]1	0.36
CC(C)(C)NC(=O)C(c1ccccc1)N(C(=O)c1ccco1)C1CC1 (stereo unspecified)	0.24
CC(C)CC(C(=O)OCC(=O)Nc1ncc(Cl)cc1Cl)N1C(=O)c2ccccc2C1=O (stereo unspecified)	-1.8
Cn1c(SCc2cnc(-c3ccccc3)s2)nnc1C1COc2ccccc2O1 (stereo unspecified)	-4.9*
CC(C)NC(=O)CSc1ccccc1C(=O)NCc1ccc2c(c1)OCO2	0.37
O=C(c1ccc2c(c1)C(=O)N(Cc1ccco1)C2=O)N1CCOCC1	-0.94
CCCCCCN(C(=O)CCCCCN1C(=O)NC(c2ccc(-c3ccccc3)cc2)C(C(=O)OCc2ccccc2)=C1C)C(C(=O)NCCCC)c1cccc(C(=O)OC)c1 (stereo unspecified)	-0.14

# Copied from the listing for reference:
molecule	Cav32 inh
Cn1c(SCc2cnc(-c3ccccc3)s2)nnc1C1COc2ccccc2O1 (stereo unspecified)	-4.9*
CC(C)NC(=O)CSc1ccccc1C(=O)NCc1ccc2c(c1)OCO2	0.37
O=C(c1ccc2c(c1)C(=O)N(Cc1ccco1)C2=O)N1CCOCC1	-0.94
CCCCCCN(C(=O)CCCCCN1C(=O)NC(c2ccc(-c3ccccc3)cc2)C(C(=O)OCc2ccccc2)=C1C)C(C(=O)NCCCC)c1cccc(C(=O)OC)c1 (stereo unspecified)	-0.14

# Back to the main list, starting three compounds before the break.
molecule	Cav32 inh
CC(C)NC(=O)CSc1ccccc1C(=O)NCc1ccc2c(c1)OCO2	0.37
O=C(c1ccc2c(c1)C(=O)N(Cc1ccco1)C2=O)N1CCOCC1	-0.94
CCCCCCN(C(=O)CCCCCN1C(=O)NC(c2ccc(-c3ccccc3)cc2)C(C(=O)OCc2ccccc2)=C1C)C(C(=O)NCCCC)c1cccc(C(=O)OC)c1 (stereo unspecified)	-0.14
CSc1ccc2c(c1)N(CCC1CCCCN1C)c1ccccc1S2 (stereo unspecified)	-1
CC(C)C(C)NC(=O)CSc1nc2scc(-c3ccco3)c2c(=O)n1-c1ccccc1 (stereo unspecified)	-5.4*
CCOC(=O)C1=C(c2ccccc2)NC(=O)NC1c1ccc(N(C)C)cc1 (stereo unspecified)	-0.049
C#CCOCCOCCOCCNc1nc(N2CCN(C(=O)C(Cc3ccc(O)cc3)n3cc(C(N)C(C)CC)nn3)CC2)nc(N2CCN(C(=O)C(Cc3ccc(O)cc3)n3cc(C(N)C(C)CC)nn3)CC2)n1 (stereo unspecified)	0.9
COCc1nc(-c2ccc(-c3ccc(C)cc3)nc2OC)no1	-0.62
CCc1cc2c(C)cc(=O)oc2cc1OC(=O)C1CCCN1C(=O)OC(C)(C)C (stereo unspecified)	-0.82
Cc1onc(-c2ccccc2Cl)c1C(=O)Nc1nn[nH]n1	-0.031
O=C(Nc1nc2c(s1)COc1ccccc1-2)c1cccs1	-2.2
O=C(OCn1nnc2ccccc2c1=O)c1cccnc1Cl	0.46
COc1cc(NC(=O)c2ccco2)c(OC)cc1NC(=O)CCC(=O)Nc1cc(C)cc(C)c1	0.49
COc1cccc(NC(=O)c2ccccc2-c2nc(-c3ccc(Cl)cc3)no2)c1	-2.5
CC(C)OC(=S)N/C(=N\S(=O)(=O)c1ccccc1)c1ccccc1	-0.69
COc1cccc(C2c3c(oc4cc(C)c(C)cc4c3=O)C(=O)N2CCCN(C)C)c1 (stereo unspecified)	1.6
COc1ccc(NC(=O)c2oc3ccccc3c2NC(=O)C2CC2)cc1	-0.67
C[N+](C)(C)CCOP(=O)([O-])OC[C@H](O)CO	-3.6
Cc1cccnc1NC(=O)Nc1ccc(F)cc1	-1.9
Cc1c(C(=O)c2ccc(Cl)c(Cl)c2)cnc2cc3c(cc12)OCO3	-0.63
O=S(=O)(c1ccc(Oc2ccc(Cl)cc2)c(S(=O)(=O)N2CCCCC2)c1)N1CCCCC1	-3.5*
Cc1cc(=O)n2[nH]c(-c3ccco3)nc2n1	1.4
CCOc1ccc(NC(=O)c2cnccn2)cc1	0.41
COc1ccc(-c2nc(N)nc(C)c2Oc2ccccc2Br)c(O)c1	-0.27
CC(C)(Oc1ccc(Cl)cc1)C(=O)N/N=C/c1cn[nH]c1-c1ccccc1	-2.7
COc1ccc(-c2noc(CN3CCN(c4ccccc4F)CC3)n2)cc1OC	-0.16
CCSc1ccccc1C(=O)N1CCN(c2ccccc2F)CC1	-1.6
O=C(CSC(=S)N1CCOCC1)N1N=CCC1c1ccccc1 (stereo unspecified)	-0.54
CCN(CC)S(=O)(=O)c1ccc(NC2c3ccccc3C(=O)N2c2ccc(C)cn2)cc1 (stereo unspecified)	-0.073
C=CCNC(=O)CC(=O)N/N=C/c1cccc(Br)c1	0.13
CN(/N=C/c1c[nH]c2ccccc12)c1cnn(-c2ccc(F)c(Cl)c2)c(=O)c1Cl	-0.39
O=C1CC(C(=O)Nc2ccccc2C(=O)O)C(c2ccccc2)O1 (stereo unspecified)	-0.83
Cn1c(=NC(=O)CCl)sc2ccccc21	0.58
CC(C)N1C[C@@]23C=C[C@@H](O2)C(C(=O)OCc2ccccc2)[C@H]3C1=O (stereo partly specified)	-0.036
Cc1cccc(N(CC(=O)NCC2CCCO2)C(=O)CCC(=O)Nc2cc(C)on2)c1 (stereo unspecified)	-0.69
Cc1occc1C(=O)N1CCN(c2ncccn2)CC1	-0.26
CCc1nnc(SCC(=O)Nc2ccc(N3CCOCC3)cc2)o1	0.27
C/C(=N/NC(=O)c1ccc(C)s1)c1cccc(NC(=O)COc2ccc(Cl)cc2Cl)c1	-2.1
COCOc1ccc(/C=C/C(=O)c2c(O)cc(OCOC)cc2OCOC)cc1	0.12
COc1ccc(S(=O)(=O)Nc2c(C)n(C)n(-c3ccccc3)c2=O)cc1	-0.33
C=CCn1c(CCCNC(=O)CCC)nc2ccccc21	0.54
O=C1CCc2cc(S(=O)(=O)N3CCN(c4ccccc4F)CC3)ccc2N1	0.022
COc1ccc(C2CC(=O)C(C=NCCN3CCOCC3)=C(O)C2)cc1 (stereo unspecified)	-0.52
CCOC(=O)CCc1c(C)nc(SCCN2CCCC2)c(C#N)c1C	1.2
O=C(c1ccc(NC(=O)C2(c3ccccc3)CCOCC2)cc1)N1CCOCC1	0.0068
CCN(CC(=O)Nc1ccc(N2CCOCC2)cc1)Cc1nc2ccccc2c(=O)[nH]1	1.3
CSCCC(NC(N)=O)C(=O)N(C)CC(=O)Nc1ccc(C)cc1 (stereo unspecified)	0.78
O=C(Nc1ccc2c(c1)OCCO2)c1ccccc1F	0.076
O=C1CSC(=O)N1CCOCCN1C(=O)CSC1=O	-0.24
CCc1cccc(NC(=O)Cn2cc3c(n2)CCCC3)c1	-3
c1ccc2c(c1)nc1n2CC2CON(C3CCCCC3)C12 (stereo unspecified)	1.2
CC1(C)C2CCC1(C)C(NC(=O)CCN1CCCCC1)C2 (stereo unspecified)	-0.68
CC1=C(/C=C/C(C)=C/C=C/C(C)=C/C=C/C=C(C)/C=C/C=C(C)/C=C/C2=C(C)CCCC2(C)C)C(C)(C)CCC1	-1.7
O=C(NCCCN1CCN(Cc2ccccc2)CC1)C1CCN(c2nnc(-n3cccc3)s2)CC1	0.47
COC(=O)c1ccc(CN(c2ccccc2OC)S(=O)(=O)c2cccs2)o1	-1.2
CCNc1nc(NC(C)(C)C)nc(N(CC)n2cnnc2)n1	0.28
CCCSc1nnc(NC(=O)c2sc3nc(-c4cccs4)ccc3c2N)s1	-9.9*
COc1cccc2c(=O)n(CC(=O)NC3CCCCC3)ccc12	0.29
CCOc1ccc(CCNC(=O)c2cccnc2N2CCCC2)cc1OCC	0.34
O=C(COC(=O)c1c[nH]c(=O)[nH]c1=O)NCc1ccccc1	-2.3
O=C(CSc1nnc(-c2cccnc2)n1Cc1ccco1)N1CCc2ccccc21	-0.2
O=C(Nc1ccc2c(c1)nc1n2CCSC1)c1ccco1	0.57
c1cncc(-c2nn3c(Cn4cnc5ccccc54)nnc3s2)c1	0.57

# The listing continues.
molecule	Cav32 inh
O=C(NCCc1ccc(Cl)cc1)C1CCN(S(=O)(=O)c2cccs2)CC1	-6.7*
Cc1cccc(OCCCC(=O)NCc2ccco2)c1	-0.4
COc1nc(Nc2ccc(O)cc2)nc(OC(C(F)(F)F)C(F)(F)F)n1	0.39
CCC1CCCCN1C(=O)CSc1nnc(-c2cccs2)o1 (stereo unspecified)	0.11
CC(=O)Cn1cnc2sc(-c3ccccc3)cc2c1=O	1.2
O=C1CC(c2nc3ccccc3[nH]2)CN1c1cccc(C(F)(F)F)c1 (stereo unspecified)	-5.4*
COC/C=C/C1=CC2=CC(=O)C(C)(OC(=O)c3cnc4ccccc4n3)C(=O)C2=CN1CCc1c[nH]c2ccccc12 (stereo unspecified)	-0.68
N/C(=N\OC(=O)Cc1ccc(Cl)cc1)c1cccnc1	0.63
CCC(C)Oc1cccc(C(=O)Nc2ccccc2N2CCOCC2)c1 (stereo unspecified)	-5.3*
COC(=O)c1cn(NC(=O)c2ccc(F)cc2)c(=O)c2ccccc12	-0.77
Cc1cccc(C(=O)N2CCC(=O)N(C(COCc3ccccc3)Cc3ccccc3)CC2)c1 (stereo unspecified)	-2
CC(Cc1ccccc1)NC(=O)CSc1nc2nc3c(cc2c(=O)n1-c1ccccc1)COC(C)(C)C3 (stereo unspecified)	0.27
CC(C)(C)c1cc(C(F)(F)F)nc(SCCCNC(=O)c2ccco2)n1	-4.6*
CCOC(=O)c1nnn(-c2ccc(OC)cc2)c1N	0.74
CCCn1c(=O)c2ccccc2n2c(SCCOc3ccc(OC)cc3)nnc12	-0.42
CCOC(=O)c1ccc(NC(=O)CCNS(=O)(=O)c2ccc3c(c2)oc(=O)n3C)cc1	-2.9
COc1ccccc1-c1nc2n(n1)C(c1cccs1)C(C(=O)Nc1cccnc1)=C(C)N2 (stereo unspecified)	0.47
C=CCn1c(SCC(=O)NC(=O)NCC(C)C)nnc1C1CCCCC1	0.37
CCCCCOc1ccc2oc(=O)c3c(c2c1)CCCN3C(=O)CN1CCCC(C(=O)OCC)C1 (stereo unspecified)	-4.2
COc1cc(C)c(C(C)C)cc1S(=O)(=O)n1ccnc1	-2

# The list goes on; it opens with the 3 that closed the last part.
molecule	Cav32 inh
C=CCn1c(SCC(=O)NC(=O)NCC(C)C)nnc1C1CCCCC1	0.37
CCCCCOc1ccc2oc(=O)c3c(c2c1)CCCN3C(=O)CN1CCCC(C(=O)OCC)C1 (stereo unspecified)	-4.2
COc1cc(C)c(C(C)C)cc1S(=O)(=O)n1ccnc1	-2
O=C(c1cccnc1)N1CCN(c2c(Cl)cccc2[N+](=O)[O-])CC1	1.2
Oc1ccccc1N=Cc1ccc[nH]1	0.45
O=C(CSc1nnc(Cn2c(=O)sc3ccccc32)n1CCc1ccccc1)N1CCOCC1	0.089
CCN(CC)S(=O)(=O)c1ccc(C(=O)OCCN2C(=O)CCC2=O)cc1	0.58
CSC1=N/C(=C\c2cccc(F)c2)C(=O)S1	-0.035
Cc1ccc(C)c(NC(=O)C2CCC(C)(C(=O)O)C2(C)C)c1 (stereo unspecified)	0.34
O=c1cc(CO)oc(C(Nc2cccc(C(F)(F)F)c2)c2ccccn2)c1O (stereo unspecified)	-0.11
CCCCNC(=O)c1ccc(NC(=O)C2CCCO2)cc1 (stereo unspecified)	-0.43
O=C(/C=C\Nc1ccccn1)c1ccc(Cl)cc1	0.34
C=CCN1N=C(c2ccc(Cl)s2)CSC1=O	-3
CCCc1c(O)c2ccccc2[nH]c1=O	0.11
Cn1c(Cn2nnc3ccccc32)nnc1SCC(N)=O	0.017
C=CCn1c(SCCC(=O)O)nnc1-c1cccs1	0.27
Cc1cc(C(=O)CSc2nnc(N)s2)c(C)n1CCc1ccc(F)cc1	-0.89
CCOC(=O)N1CCN(C(=O)c2ccc(CS(=O)(=O)c3ccccc3OC)o2)CC1	-0.62
Cc1cc(OC(=O)c2c(C)cc(OC(=O)c3c(C)cc(O)cc3O)cc2O)cc(O)c1C(=O)O	-1.6
CCCc1cc(-c2n[nH]c(C(=O)OCC)c2-c2cscn2)c(O)cc1O	0.07
CCC(C)(C)n1nnnc1C(c1cc2ccc(OC)cc2[nH]c1=O)N1CCN(C2CCCCC2)CC1 (stereo unspecified)	1.2
CCOc1ccc(CNc2ccc(N3CCCC3)cc2)cc1	1.7
CC(=O)NC(CCS(C)(=O)=O)C(=O)Nc1cc(C)ccc1C (stereo unspecified)	0.3
COCCn1c(SCC(=O)c2ccc(Cl)cc2)nnc1C(C)C	-0.29
N#Cc1ccccc1NC(=O)c1ccccc1OCC(=O)Nc1ccc2c(c1)oc1ccccc12	0.11
CCCc1cc(O)c2c(C)cc(=O)oc2c1	-0.85
Cc1cccc(-n2c(N)cc(=O)nc2SCC(=O)Nc2cc(C)on2)c1	0.89
CCOc1ccc(C/C(N)=N/n2cnnc2)cc1	0.56
